Compound activity from PubChem.
LMPTP inh – blocks human LMPTP phosphatase; recombinant LMPTP-A, OMFP fluorogenic substrate, fluorescence intensity; inhibition, % at 20 µM; 360,000 compounds, 0.22% hits; AID 651560;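 active = compounds that cut the enzyme signal by at least half of the control window in the single-dose screen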;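 note: plate controls were DMSO wells with enzyme plus substrate for no effect and substrate without enzyme for full effect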
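Assay system: LMPTP-A, protein tyrosine phosphatase of low molecular weight / Medium: pH 6.0 Bis-Tris buffer with DTT and Triton X-100 / Schedule: 50 min enzyme reaction at room temperature, protected from light / Measured by: endpoint fluorescence intensity from OMFP dephosphorylation / Read-out basis: % inhibition relative to no-enzyme and uninhibited control wells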
DNMT1 block – inhibitors of human DNMT1. inhibition (reported as % activation of signal), % at 10 µM. P26358. DNMT1 molecular beacon, Hinp1I cleavage, fluorescence. 360,000 compounds, 0.83% hits; in the data active = inhibition above about 50%
MsrA inh – bovine MsrA inhibition; purified bovine MsrA, absorbance read-out; inhibition, % at 15.5 µM; 360,000 compounds, 0.75% hits; AID 651718; in the data active = inhibition above about 4.5%;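 note: 0% = vehicle wells with enzyme and 100% = reference inhibitor wells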
SUMO1 PPI mod – alters human SUMO1 binding to SIM partners | AID 602429 | SUMO1 binding to a labelled peptide, TR-FRET, 1 h | 360,000 compounds, 0.33% hits | inhibition, % at 20 µM; in the data active = inhibition above about 37%
Target sequence (P63165 whole entry, looked up): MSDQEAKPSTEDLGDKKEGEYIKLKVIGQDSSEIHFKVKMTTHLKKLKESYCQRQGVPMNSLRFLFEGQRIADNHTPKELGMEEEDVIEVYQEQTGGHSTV
Rpn11 block – blocks the human proteasome subunit Rpn11. human 26S proteasome, Ub4-pepOG fluorescence polarization; 20S core pre-blocked with epoxomicin. calls only at 20 µM. 360,000 compounds, 0.59% hits;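 active = inhibition at 20 µM, scaled to each plate's controls, above about 33%, limit read from the data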
Target sequence (O00487 whole entry, looked up): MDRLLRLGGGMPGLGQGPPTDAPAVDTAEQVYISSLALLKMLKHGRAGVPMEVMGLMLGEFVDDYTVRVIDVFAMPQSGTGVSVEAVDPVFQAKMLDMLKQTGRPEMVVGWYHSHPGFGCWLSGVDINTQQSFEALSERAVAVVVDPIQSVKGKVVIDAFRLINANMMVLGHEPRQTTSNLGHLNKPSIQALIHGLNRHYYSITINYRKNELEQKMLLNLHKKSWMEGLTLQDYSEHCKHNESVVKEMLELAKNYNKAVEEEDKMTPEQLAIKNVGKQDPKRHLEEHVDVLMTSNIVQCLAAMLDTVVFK
Tb MetRS inh – Trypanosoma brucei MetRS inhibition. inhibition, % at 11.9 µM. purified T. brucei MetRS, ATP depletion, Kinase-Glo luminescence. AID 624268. 360,000 compounds, 0.4% hits;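 active = inhibition above a per-plate cutoff of the control wells' mean inhibition plus 3 SD, cut at about 5.5% in these data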;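 note: 0% = DMSO wells median and 100% = median of wells with control inhibitor compound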
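Material: T. brucei methionyl-tRNA synthetase, purified; reagent: substrates ATP, L-methionine and bulk Escherichia coli tRNA; dosing: 11.9 µM single point; timing: 15 min plus 2 h at 25 °C; detection: luminescence of leftover ATP; evaluation: % inhibition; control set: DMSO-only wells as low control; replicates: singlicate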
STEP block – inhibitors of human striatal-enriched phosphatase STEP | P54829 | recombinant STEP, OMFP fluorogenic substrate, fluorescence | inhibition, % at 20 µM | 360,000 compounds, 0.25% hits | AID 588621;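 active = inhibition at 20 µM, scaled per plate between control wells, above about 37%, limit read from the data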;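 note: 0% = DMSO with enzyme and substrate and 100% = substrate only without enzyme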
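System: STEP (striatal-enriched tyrosine phosphatase) enzyme, cell-free; medium: Bis-Tris pH 6.0 buffer with DTT, detergent; dosing: 20 µM, 1% DMSO; times: reaction 20 min, ambient temperature; detection: fluorescence, 480/540 nm; read-out basis: normalized % inhibition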
NadD block – blocks S. aureus nicotinate mononucleotide adenylyltransferase; purified NadD enzyme, colorimetric absorbance read-out; inhibition, % at 20 µM; 360,000 compounds, 0.78% hits; AID 602399; in the data active = inhibition above about 26%; note: some compounds past the cut are filed as inactive
Scp-1 inhibitor – Scp-1 (human) phosphatase inhibition | Recombinant Scp1, phosphopeptide, malachite green phosphate absorbance | 340,000 compounds, 0.88% hits | Q9GZU7 | inhibition, % at 20 µM;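 active = inhibition above about 50% at 20 µM, limit read from the data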;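 note: plate controls were DMSO wells with enzyme for no effect and wells lacking enzyme for full effect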
Target sequence (Q9GZU7 76-261 limits assumed): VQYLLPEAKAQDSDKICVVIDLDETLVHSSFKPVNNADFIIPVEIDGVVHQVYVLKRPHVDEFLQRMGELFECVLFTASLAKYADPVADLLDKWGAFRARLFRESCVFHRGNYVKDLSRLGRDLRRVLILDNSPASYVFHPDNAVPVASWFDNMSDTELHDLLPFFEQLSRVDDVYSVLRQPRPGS
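Material: truncated SCP-1 phosphatase (76-261aa) / Buffer or medium: 50 mM Tris acetate pH 5.5, 0.005% Tween-20, 10 mM MgCl2 / Compound dosing: one concentration, 20 µM, with 1.0% DMSO / Incubation: 45 min room-temperature reaction, 5 min colour, 30 min stabiliser / Detection: colorimetric free-phosphate detection, absorbance 630 nm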
CSN inh – CSN deneddylation inhibition | Q92905 | Purified CSN, SCF-Nedd8-OG deneddylation, fluorescence polarization | inhibition, % at 12.5 µM | 360,000 compounds, 0.38% hits;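 active = pattern-corrected inhibition above about 35%, with an unprinted fluorescence ratio check between 0.5 and 1.5, limit read from the data, passing the limit was not always enough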;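 note: 0% = enzyme with substrate and 100% = substrate without enzyme; some results filed as inactive read as strong as hits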
Target sequence (Q92905 whole entry, looked up, one chain of several): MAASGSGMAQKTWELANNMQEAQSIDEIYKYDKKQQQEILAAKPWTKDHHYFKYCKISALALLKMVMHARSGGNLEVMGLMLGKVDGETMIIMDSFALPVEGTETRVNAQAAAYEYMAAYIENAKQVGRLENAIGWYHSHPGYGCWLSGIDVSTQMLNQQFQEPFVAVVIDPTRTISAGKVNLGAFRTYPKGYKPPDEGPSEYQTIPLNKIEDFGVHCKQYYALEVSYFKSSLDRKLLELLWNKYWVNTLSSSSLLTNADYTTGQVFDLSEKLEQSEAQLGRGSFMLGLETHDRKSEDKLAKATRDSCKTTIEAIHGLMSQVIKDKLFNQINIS
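test system = HEK293T-derived human Csn5 enzyme | amount = 0.24 nM Csn5 enzyme, final concentration | medium = Tris/NaCl/DTT buffer, pH 7.5 | schedule = 90 min reaction at room temperature | signal = FP | evaluation = inhibition of Csn5 cleavage, % | compound dosing = single dose of 12.5 µM compound with 0.25% DMSO | probe or stimulus = 10 nM SCFSkp2-Nedd8OG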
Active calls of the source: *. A portion of the library; rates above refer to the full screens.

Screening O=C(O)CC[N+](=O)[O-] returned LMPTP inh 1.1, DNMT1 block 1, MsrA inh -0.2, SUMO1 PPI mod 2, Rpn11 block inactive, Tb MetRS inh -1.5, STEP block -2, NadD block -5, Scp-1 inhibitor -9 and CSN inh -2.
`O=S(=O)(c1ccc(F)cc1)N1CCCCC1c1cccnc1` (stereo not drawn) gave LMPTP inh -1.5, DNMT1 block 2, MsrA inh 0.2, SUMO1 PPI mod 6, Rpn11 block inactive, Tb MetRS inh 0.0, STEP block -5, NadD block -7, Scp-1 inhibitor -1 and CSN inh 0.
Screening O=C(CCCc1ccc(N(CCCl)CCCl)cc1)NCc1ccccc1 returned LMPTP inh 0.8, DNMT1 block 7, MsrA inh -0.4, SUMO1 PPI mod 0, Rpn11 block inactive, Tb MetRS inh 0.3, STEP block 0, NadD block 2 and CSN inh -5.
For COc1ccccc1OCC#CCN1CCCCCC1 the results were LMPTP inh 1.2, DNMT1 block -3, MsrA inh 0.6, SUMO1 PPI mod -2, Rpn11 block inactive, Tb MetRS inh 2.2, STEP block 0, NadD block -4, Scp-1 inhibitor -3 and CSN inh 5.
Screening CC1=C2C(=O)C3C(CC=C4CC(OC5OC(O)C(O)C(O)C5CO)CCC43C)C2CCC12OC1CC(C)CNC1C2C (stereo not drawn) returned LMPTP inh -0.8, DNMT1 block 3, MsrA inh 0.1, SUMO1 PPI mod -2, Rpn11 block inactive, Tb MetRS inh -0.2, STEP block 0, NadD block 0, Scp-1 inhibitor -2 and CSN inh 4.
O=C(O)c1cn(Cc2ccccc2)nc1-c1ccccc1 was read as LMPTP inh -0.8, DNMT1 block -1, MsrA inh -1.6, SUMO1 PPI mod 2, Rpn11 block inactive, Tb MetRS inh 0.2, STEP block 7, NadD block -8, Scp-1 inhibitor 24 and CSN inh -4.
Screening COC(=O)C1=C(c2ccccc2)C[C@@H]2CC[C@H]1N2C(=O)N1CCC(C)CC1 returned LMPTP inh -0.9, DNMT1 block 5, MsrA inh 0.0, SUMO1 PPI mod 10, Rpn11 block inactive, Tb MetRS inh 0.8, STEP block 3, NadD block -2, Scp-1 inhibitor -8 and CSN inh 0.
Screening COC(=O)C1=C(c2ccc(OC(F)(F)F)cc2)C[C@@H]2CC[C@H]1N2C(=O)N1CCCC1 returned LMPTP inh -0.7, DNMT1 block 6, MsrA inh 0.3, SUMO1 PPI mod 5, Rpn11 block inactive, Tb MetRS inh -0.1, STEP block 2, NadD block 2, Scp-1 inhibitor -5 and CSN inh -5.
For COc1cc(C=C2C(=O)NC(=O)NC2=O)ccc1O the results were LMPTP inh 0.2, DNMT1 block -3, MsrA inh 3.2, SUMO1 PPI mod -8, Rpn11 block inactive, Tb MetRS inh -0.2, STEP block -1, NadD block -2, Scp-1 inhibitor -4 and CSN inh -1.
For Cc1cccn2c(=O)c3c(nc12)N1CCCCC1C1(C3)C(=O)N(C)C(=O)N(C)C1=O (stereo not drawn) the results were LMPTP inh -1.8, DNMT1 block 3, MsrA inh -0.3, SUMO1 PPI mod -2, Rpn11 block inactive, Tb MetRS inh 0.1, STEP block 2, NadD block 2, Scp-1 inhibitor -18 and CSN inh -3.
Screening COc1ccc(C(c2nnnn2-c2ccc(OC)cc2)N2CCC(n3c(=O)[nH]c4ccccc43)CC2)cc1 (stereo not drawn) returned LMPTP inh 4.3, DNMT1 block -25, MsrA inh 0.8, SUMO1 PPI mod 2, Rpn11 block inactive, Tb MetRS inh -0.4, STEP block 1, NadD block 7 and CSN inh 0.
Screening COc1ccc(CCC(=O)N2C[C@H]3C[C@@H](C2)c2cccc(=O)n2C3)cc1 returned LMPTP inh -0.5, DNMT1 block -2, MsrA inh 0.1, SUMO1 PPI mod 1, Rpn11 block inactive, Tb MetRS inh 0.8, STEP block 0, NadD block 1, Scp-1 inhibitor 1 and CSN inh 0.
For COC(=O)C1=C(c2ccc(OC)c(OC)c2)C[C@@H]2CC[C@H]1N2C(=O)NCCO the results were LMPTP inh -1.7, DNMT1 block 1, MsrA inh 1.5, SUMO1 PPI mod 1, Rpn11 block inactive, Tb MetRS inh -0.3, STEP block -1, NadD block 0, Scp-1 inhibitor -6 and CSN inh 1.
Screening CN(CCc1ccccc1)Cc1ccccc1[N+](=O)[O-] returned LMPTP inh -0.5, DNMT1 block -3, MsrA inh -0.8, SUMO1 PPI mod -8, Rpn11 block inactive, Tb MetRS inh 0.3, STEP block 1, NadD block -1, Scp-1 inhibitor -3 and CSN inh -3.
O=C(NCC1=C(c2cccc3ccccc23)C[C@@H]2CC[C@H]1N2Cc1ccco1)c1ccc([N+](=O)[O-])cc1 was read as LMPTP inh -1.7, DNMT1 block -8, MsrA inh -0.4, SUMO1 PPI mod -27, Rpn11 block inactive, Tb MetRS inh -0.8, STEP block 2, NadD block 11 and CSN inh 3.
`COc1ccccc1OCCCn1cc(C(=O)c2ccco2)c2ccccc21` gave LMPTP inh 2.2, DNMT1 block -1, MsrA inh 2.2, SUMO1 PPI mod 1, Rpn11 block inactive, Tb MetRS inh 0.1, STEP block -2, NadD block -7, Scp-1 inhibitor -13 and CSN inh 4.
`Cc1ccccc1-n1c(O)c(/C=C2/C(c3ccccc3)=Nc3ccccc32)c(=O)[nH]c1=O` gave LMPTP inh -0.2, DNMT1 block 9, MsrA inh 0.2, SUMO1 PPI mod -1, Rpn11 block active, Tb MetRS inh 0.3, STEP block -1, NadD block 1, Scp-1 inhibitor -7 and CSN inh -4.
For COC(=O)C(O)(c1c[nH]c2ccccc12)C(F)(F)F (stereo not drawn) the results were LMPTP inh -0.9, DNMT1 block -1, MsrA inh -0.6, SUMO1 PPI mod 0, Rpn11 block inactive, Tb MetRS inh -1.0, STEP block 0, NadD block 5, Scp-1 inhibitor -7 and CSN inh 1.
`Cc1ccc(C)c(CN2CCC(n3nnc4cc(F)ccc43)CC2)c1` gave LMPTP inh -0.1, DNMT1 block -3, MsrA inh -1.3, SUMO1 PPI mod 2, Rpn11 block inactive, Tb MetRS inh -0.5, STEP block 0, NadD block -3, Scp-1 inhibitor 2 and CSN inh -4.
CCCCCn1c(=O)c(C(=O)Nc2ccccn2)c(O)c2ccccc21 was read as LMPTP inh 4.8, DNMT1 block 4, MsrA inh 1.8, SUMO1 PPI mod -2, Rpn11 block inactive, Tb MetRS inh -0.6, STEP block 1, NadD block 13, Scp-1 inhibitor 0 and CSN inh -3.
O=c1[nH]c(=O)n(-c2cccc3ccccc23)c(O)c1C=NCc1ccc2c(c1)OCO2 was read as LMPTP inh 1.0, DNMT1 block 2, MsrA inh 2.0, SUMO1 PPI mod -6, Rpn11 block inactive, Tb MetRS inh -0.1, STEP block 0, NadD block 9, Scp-1 inhibitor -9 and CSN inh -3.
Screening COc1ccc(-n2c(Cc3cccc([N+](=O)[O-])c3)nc3ccccc3c2=O)cc1 returned LMPTP inh -0.3, DNMT1 block 1, MsrA inh -0.6, SUMO1 PPI mod -5, Rpn11 block inactive, Tb MetRS inh -1.1, STEP block -2, NadD block 5, Scp-1 inhibitor 5 and CSN inh -12.
For O=c1[nH]c(CN2CC=C(c3ccccc3)CC2)nc2scc(-c3cccs3)c12 the results were LMPTP inh 23, DNMT1 block 18, MsrA inh 0.2, SUMO1 PPI mod -11, Rpn11 block inactive, Tb MetRS inh 0.1, STEP block 3, NadD block 30*, Scp-1 inhibitor 6 and CSN inh 9.
Screening COC1=C[C@@H]2[C@@H]3Cc4ccc(OC)c(O)c4[C@]2(CCN3C)CC1=O returned LMPTP inh -1.2, DNMT1 block 1, MsrA inh 1.6, SUMO1 PPI mod 1, Rpn11 block inactive, Tb MetRS inh -1.2, STEP block 0, NadD block 3, Scp-1 inhibitor -1 and CSN inh 12.
Screening O=C(CN1CC=C(c2ccccc2)CC1)NC(=O)NC1CCCCC1 returned LMPTP inh 1.1, DNMT1 block -4, MsrA inh 0.1, SUMO1 PPI mod -8, Rpn11 block inactive, Tb MetRS inh -0.3, STEP block 0, NadD block -9, Scp-1 inhibitor -14 and CSN inh -3.
O=P(Oc1ccccc1)(N1CCOCC1)N1CCOCC1 was read as LMPTP inh 1.3, DNMT1 block -5, MsrA inh -1.5, SUMO1 PPI mod 0, Rpn11 block inactive, Tb MetRS inh -0.3, STEP block 2, NadD block -1, Scp-1 inhibitor 3 and CSN inh -1.
Screening COc1ccc(-n2c(O)c(C(C)=NCC3CCCO3)c(=O)[nH]c2=O)cc1 (stereo not drawn) returned LMPTP inh -1.1, DNMT1 block 4, MsrA inh 0.4, SUMO1 PPI mod -1, Rpn11 block inactive, Tb MetRS inh -0.2, STEP block -2, NadD block -11, Scp-1 inhibitor -13 and CSN inh 4.
For O=c1c2ccccc2nc(-c2ccccc2)n1-n1cccc1 the results were LMPTP inh 0.8, DNMT1 block 0, MsrA inh -0.1, SUMO1 PPI mod 2, Rpn11 block inactive, Tb MetRS inh 0.3, STEP block -2, NadD block -4, Scp-1 inhibitor -6 and CSN inh 0.
COCCNC(=O)c1c(NC(=O)c2ccco2)n(Cc2ccccc2)c2nc3ccccc3nc12 was read as LMPTP inh 6.3, DNMT1 block -10, MsrA inh 0.7, SUMO1 PPI mod -4, Rpn11 block inactive, Tb MetRS inh 1.1, STEP block 1, NadD block 1, Scp-1 inhibitor -21 and CSN inh 2.
CCn1cc(C=C2C(=O)N(C)C(=O)N(C)C2=O)c2ccccc21 was read as LMPTP inh -0.1, DNMT1 block -1, MsrA inh -0.8, SUMO1 PPI mod 0, Tb MetRS inh -1.4, STEP block -3, NadD block -3, Scp-1 inhibitor -2 and CSN inh 7.
`Nc1ccccc1C(=O)OCC(=O)c1ccc2c(c1)OCCO2` gave LMPTP inh 1.7, DNMT1 block -8, MsrA inh 2.7, SUMO1 PPI mod -3, Rpn11 block inactive, Tb MetRS inh -0.5, STEP block -1, NadD block -10, Scp-1 inhibitor -12 and CSN inh 5.
Screening Cn1c(=O)cc(SCC(=O)N2CCC3(CC2)OCCO3)c2ccc(Cl)cc21 returned LMPTP inh -0.8, DNMT1 block -5, MsrA inh 3.3, SUMO1 PPI mod 8, Rpn11 block inactive, Tb MetRS inh -1.7, STEP block 0, NadD block 2, Scp-1 inhibitor 5 and CSN inh 2.
